Screening results: PubChem BioAssay, National Center for Advancing Translational Sciences (NCATS)
Mm-Cpn inhibitor – inhibitors of Methanococcus maripaludis chaperonin (MmCpn) | Potency, µM (series often up to 76.9 µM), for the others: at the highest dose activity, negative = inhibition, actives largely listed as inhibitors | hit rate 0.031% among 330,000 | purified Mm-Cpn ATPase, ADP Transcreener TR-FRET | AID 504842; further: potency means the concentration at half of the fitted maximal effect; on the % scale 0 is the no-effect control and ±100 the full control effect; nearly all actives have a fitted effect of over 80% in size
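Purified archaeal Mm-CPN (25nM final) preincubated 10 min at 37degC with compound, then 10uM ATP for 30 min at 37degC; ADP measured by HTRF Transcreener TR-FRET; buffer 30 mM TRIS pH 7.4, 100mM KCl, 5mM MgCl2, 1mM DTT.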
TGFb SMAD3 inh – inhibitors of TGF-b signaling; HepG2 CAGA-GFP TGF-b/SMAD3 reporter, GFP fluorescence, 18 h; TGF-beta stimulated, 500 pg/mL final; Potency, µM (series often up to 46.1 µM), without a hit: at the top dose activity, negative = inhibition, actives largely listed as inhibitors; hit rate 1.2% among 410,000; further: potency means the concentration at half of the fitted maximal effect; on the % scale 0 is the no-effect control and ±100 the full control effect; nearly all actives have a fitted effect of over 65% in size
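GFP signal (ex488/em500-530) from TGF-beta-stimulated HEPG2 CAGA-GFP cells, 500 pg/mL final, 18 h at 37 degrees C in DMEM plus 1% FBS, normalized to unstimulated and DMSO-stimulated controls.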
EPAC2 antag – blocks human EPAC2 exchange factor; Potency, µM (series often up to 114 µM), for inactives: at the highest dose activity, negative = inhibition, hits mostly inhibitors; EPAC2 GEF exchange of Rap1B-BODIPY-GDP, fluorescence; Q8WZA2; AID 720708; hit rate 0.18% among 360,000; further: potency means the concentration at half of the fitted maximal effect; on the % scale 0 is the no-effect control and ±100 the full control effect; nearly all actives have a fitted effect of over 45% in size; many of its hits are not listed in these tables
Target sequence (Q8WZA2 whole entry, looked up): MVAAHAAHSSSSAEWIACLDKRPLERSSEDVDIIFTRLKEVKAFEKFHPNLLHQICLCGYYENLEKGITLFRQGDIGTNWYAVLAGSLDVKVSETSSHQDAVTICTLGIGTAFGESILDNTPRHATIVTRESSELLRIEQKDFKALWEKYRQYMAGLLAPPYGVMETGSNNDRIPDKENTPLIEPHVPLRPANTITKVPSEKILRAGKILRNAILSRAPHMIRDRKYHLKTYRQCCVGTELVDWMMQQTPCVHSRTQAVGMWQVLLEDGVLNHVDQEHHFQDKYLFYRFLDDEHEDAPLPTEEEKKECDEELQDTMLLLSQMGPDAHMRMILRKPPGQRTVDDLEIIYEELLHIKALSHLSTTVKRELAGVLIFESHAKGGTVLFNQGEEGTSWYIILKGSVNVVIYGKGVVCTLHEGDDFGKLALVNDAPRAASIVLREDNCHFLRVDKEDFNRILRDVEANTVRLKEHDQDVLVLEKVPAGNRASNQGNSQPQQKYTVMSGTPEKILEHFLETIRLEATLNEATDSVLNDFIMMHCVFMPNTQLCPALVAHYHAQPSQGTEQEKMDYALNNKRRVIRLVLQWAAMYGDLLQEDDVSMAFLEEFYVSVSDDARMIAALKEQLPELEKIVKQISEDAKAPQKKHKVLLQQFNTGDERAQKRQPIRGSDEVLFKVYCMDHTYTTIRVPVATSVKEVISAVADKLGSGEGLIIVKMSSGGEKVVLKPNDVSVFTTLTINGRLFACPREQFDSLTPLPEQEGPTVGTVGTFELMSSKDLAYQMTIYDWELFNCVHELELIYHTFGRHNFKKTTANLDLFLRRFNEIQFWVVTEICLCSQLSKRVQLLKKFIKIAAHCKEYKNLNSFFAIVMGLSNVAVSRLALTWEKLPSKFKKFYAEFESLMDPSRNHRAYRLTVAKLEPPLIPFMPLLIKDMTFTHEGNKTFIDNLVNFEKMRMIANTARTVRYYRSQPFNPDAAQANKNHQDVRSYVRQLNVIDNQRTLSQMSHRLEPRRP
EPAC2 ag – EPAC2 (human) agonism; Potency, µM (series often up to 154 µM), for the others: at the top dose activation, most hits filed as activators; AID 720711; Q8WZA2; EPAC2 activation, biochemical qHTS; response scale: 100% = 6.5 mM cAMP response; hit rate 0.079% among 360,000; further: potency means the concentration at half of the fitted maximal effect; nearly all actives have a fitted effect of over 50% in size
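qHTS, titration series. 100 nM EPAC2 / 250 nM Rap1B-BODIPY-GDP / 50 uM GDP; RT; ex 480/em 540 nm, 5-min reads to 30 min. Norm. to 6.5 mM cAMP = activation.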
Nrf2 block – blocks Nrf2 signaling; hit rate 2.1% among 360,000; A549 ARE-Fluc reporter, luciferase luminescence, 18-24 h; Potency, µM (titrated, usually from 46 µM), inactives show at the top dose activity change, negative = inhibition, hits mostly inhibitors; further: potency means the concentration at half of the fitted maximal effect; on the % scale 0 is the no-effect control and ±100 the full control effect; nearly all actives have a fitted effect of over 60% in size
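In this cell-based qHTS, ARE-driven firefly luciferase in A549 cells reports Nrf2 activity; the luminescent signal after BugLite lysis is the measured value, with a prior CellTiter-Fluor read for cell health.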
pAkt inh – blocks phosphorylation of Akt | Neuro2A IGF-stimulated pAkt S473 HTRF, 20 min; stronger effect = lower value | activity change, % for hits at 50 µM | hit rate 0.32% among 360,000 | AID 651550; in the data active means activity change below about -80%; inconclusive means mostly about -51% to -80%; further: on the % scale 0 is the no-effect control and ±100 the full control effect
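Neuro2A cells (4,500/well, DMEM with 0.5% FBS) were treated with compound at a single 50 µM final concentration, stimulated with 6 nM IGF for 20 min at 37 °C, and lysed. Phospho-Akt Ser473 was read by HTRF as 665/615 ratio ×10^4.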
Nrf2 ARE act – activators of Nrf2 (ARE) signaling; hit rate 0.31% among 410,000; Potency, µM (doses to about 46.1 µM), inactives show at the highest dose activation, hits mostly activators; AREc32 ARE-luciferase reporter (MCF7-derived line), luminescence, 24 h; AID 624171; further: potency means the concentration at half of the fitted maximal effect; % of control where 0% means no effect; nearly all actives have a fitted effect of over 65% in size
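Luminescent ARE reporter assay in AREc32_Fluc cells: overnight plating at 37 deg C, 24 hr compound incubation, Steady-Glo added, 30 min RT before reading.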
A549 tox – kills or reduces viability of A549 cells in Nrf2 counter-screen. A549 ARE-Fluc cells, CellTiter-Fluor viability, 18-24 h. hit rate 0.16% among 390,000. Potency, µM (highest dose often 46 µM), without a hit: at the top dose activity change, negative = cytotoxicity, actives largely listed as inhibitors; further: potency means the concentration at half of the fitted maximal effect; on the % scale 0 is the no-effect control and ±100 the full control effect
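A549 ARE-Fluc cells in 5% FBS OPTI-MEM, 5000 cells/well, rested 2 h then exposed to compounds in concentration-response for 18-24 h at 37 °C. Viability by CellTiter-Fluor fluorescence (Ex 405/Em 525) after 30 min; luciferase luminescence (BugLite, 15 min, RT) read afterwards.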
CCT chaperon mod – modulators of cytosolic chaperonin (CCT/TRiC) activity. purified chaperonin ATPase assay, HTRF ADP detection, 30 min. activity change, % (no concentration beside the values), hits read low. hit rate 0.3% among 360,000. AID 651819; in the data active means activity change below about -30%; further: on the % scale 0 is the no-effect control and ±100 the full control effect
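We incubate TRiC, 40 or 20 nM final, with library compounds at 76 uM and 10 uM ATP for 30 min at 37 °C. ADP formed is detected with Transcreener HTRF reagents after 30 min at room temperature.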
An asterisk follows results filed as active; i = inactive; ? = inconclusive; . = no result given; [ ] = dose if it differs, or a comment. Unless noted, the call rests on the fitted dose curve; in most records, active means well fitted curve in the direction sought with a large enough effect; inconclusive means small, poorly fitted or top-dose-only effect, or another doubt; inactive means no such curve, though single readings can be large; an effect the other way counts as inactive or inconclusive. Not all compounds are listed; the hit share may differ from the screen's.

SMILES	Mm-Cpn inhibitor	TGFb SMAD3 inh	EPAC2 antag	EPAC2 ag	Nrf2 block	pAkt inh	Nrf2 ARE act	A549 tox	CCT chaperon mod
O=C(Nc1cccc(Cl)c1)OC1CCCCc2cccnc21 (stereo not drawn)	1%	-15%	?	18%	-27%	i	0.0%	0%	0.6
COc1ccc(CC(NC(C)=O)C(=O)NC2CCN(C(=O)Nc3ccccc3Cl)CC2)cc1OC (stereo not drawn)	-2%	-16%	-5%	-4%	1%	i	0.5%	-1%	-2.3
CN(CC(=O)Nc1ccc(F)cc1)C(=O)COC(=O)C1=COCCO1	-2%	-1%	6%	9%	2%	i	-0.3%	-1%	0.4
N#Cc1ccc(NC(=O)CSc2nc3[nH]c(=O)cc(O)c3s2)cc1	-2%	0%	-12%	4%	5%	i	-0.1%	0%	2.1
Cc1cn(CC(=O)NCCc2ccccn2)c(=O)[nH]c1=O	.	-5%	11%	7%	12%	i	-0.9%	-7%	-0.4
N#C/C(=C\c1ccc(-c2cc(Cl)ccc2Cl)o1)C(=O)Nc1ccccc1C(=O)O	.	-5%	.	.	5%	.	3.8%	-1%	.
CC(NS(=O)(=O)c1ccccc1)C(N)=O (stereo not drawn)	-1%	-3%	-2%	10%	-14%	i	-0.2%	-2%	1.3
O=C(NC(=S)N1CCN(c2nc(-c3ccccc3)cs2)CC1)c1cccnc1	-5%	?	-17%	9%	?	i	6.8%	3%	0.5
CC(=O)N1CCc2cc(S(=O)(=O)NC(Cc3ccccc3)C(=O)O)ccc21 (stereo not drawn)	5%	9%	5%	-2%	3%	i	-0.1%	0%	-2.5
O=C1CCN(Cc2ccc(Br)cc2)CCN1CCO	0%	4%	17%	8%	-1%	i	-0.7%	7%	-1.5
CC(C)(C)OC(=O)NCc1ccc(CNC(=O)c2ncn(Cc3ccccc3)c2C(=O)NCc2ccc(CNC(=O)OC(C)(C)C)cc2)cc1	2%	?	4%	-1%	1%	i	-0.9%	7%	-0.9
Cc1cccc(NC(=S)NNC(=O)c2ccc3c(c2)OCO3)c1	1%	-29%	16%	21%	?	i	2.3%[9.22 µM]	?	1.8
Cn1cc(S(=O)(=O)N2CCOCC2)cc1C(=O)Nc1ccc(Cl)cc1	1%	-4%	20%	4%	-11%	i	3.9%	3%	0.7
COc1ccc(N=c2scc(C)n2CCCN2CCCC2=O)cc1	0%	5%	-2%	6%	0%	i	0.3%	-1%	-3.6
COc1cc(C(=O)NCCN=C2NS(=O)(=O)c3ccccc32)cc(OC)c1OC	1%	10%	9%	2%	4%	i	0.0%	1%	1.3
CCC(CC)NC(=O)Cc1ccc(S(=O)(=O)N2CCOCC2)s1	-1%	4%	18%	-1%	-1%	i	0.0%	-3%	-0.9
Cc1cc(C)nc(OC(C(=O)O)C(OCc2ccccc2)(c2ccccc2)c2ccccc2)n1 (stereo not drawn)	-6%	-28%	2%	1%	?	i	-0.2%	-9%	-1.5
Cc1ccc(CN2CCC(c3cc(-c4ccc(Cl)cc4)n[nH]3)CC2)cc1	-24%	16µM*	-17%	10%	27%	i	-3.0%	-4%	1.9
O=C(c1cc2cc(Br)ccc2o1)N1CCCCC1	-1%	-22%	?	11%	?	i	1.6%	-5%	0.5
Cc1ccc(OC/C(=N\O)C(C)(C)C)c([N+](=O)[O-])c1	2%	-10%	?	-6%	-7%	i	5.5%	1%	1.8
O=C(CSc1cnc2ccccc2n1)NC1CCCC1	2%	0%	9%	1%	?	i	-0.7%	-2%	0.4
COc1cccc(S(=O)(=O)Nc2ccc3c(c2)[C@@H]2C[C@H](CC(=O)NCCc4ccccc4)O[C@H](CO)[C@@H]2O3)c1	.	-4%	-5%	12%	.	i	11%	.	-4.6
C[N+]1(CCCCSc2ccc(O)cc2)CCCCC1	3%	16%	15%	-7%	?	i	-0.1%	-10%	-0.1
O=[N+]([O-])c1ccc(N2CCN(C(=S)NCc3ccc(Cl)cc3)CC2)cc1	-5%	?	5%	6%	16µM*	i	-0.3%	?	-1.9
O=S(=O)(N(Cc1ccccc1)[C@@H](CO)Cc1ccccc1)N(Cc1ccccc1)[C@@H](CO)Cc1ccccc1	-1%	?	-3%	-2%	-3%	i	-0.5%	-7%	-0.8
CCCC1OC2CC3C4CCC5=CC(=O)C=CC5(C)C4C(O)CC3(C)C2(C(=O)O)O1 (stereo not drawn)	-2%	1%	8%	11%	0.46µM*	i	0.0%	-15%	-2.7
Cc1oc2cc(O)ccc2c(=O)c1-c1ccccc1	-1%	6%	-1%	8%	3%	i	-0.7%	-1%	-1.5
O=C(Nc1cc(C(F)(F)F)ccc1N1CCCC1)C1CCCO1 (stereo not drawn)	-1%	-3%	-8%	-1%	5%	i	0.2%	1%	0.8
O=C(O)CC(=O)Nc1cc(Cl)ccc1O	0%	-4%	-1%	11%	6%	i	-0.5%	0%	-4.1
CC(=O)c1ccc(OCc2cc(C(=O)N(C)CC3COc4ccccc4O3)no2)cc1 (stereo not drawn)	.	-23%	-21%	10%	.	i	9.2%	.	1.4
O=C1N=C(N2CCCCC2)S/C1=C\c1ccccc1F	0%	-13%	-5%	8%	?	i	?	2%	3.6
Cc1cc(C)cc(NC(=O)CSc2nnc(-c3ccccc3)n2N)c1	-1%	-7%	-1%	-4%	?	i	1.1%	7%	-1.1
COC(=O)c1cn(NC(=O)Cc2cccc(OC)c2)c(=O)c2ccccc12	0%	?	10%	14%	18%	i	0.0%	6%	2.1
CC1(C)Cc2c(C#N)c(NCC3CCCO3)nc(-c3ccco3)c2CO1 (stereo not drawn)	-1%	-17%	-2%	1%	-22%	i	3.9%	0%	-4.2
COc1ccc(C(=O)NCC(=O)OCC(=O)N2CC(C)CC(C)C2)cc1 (stereo not drawn)	1%	0%	-4%	-10%	-17%	i	-0.2%	-6%	-0.5
CCOc1cc(NC(=S)NCC2CCCO2)c(OCC)cc1NC(=O)c1cccc(C)c1 (stereo not drawn)	-4%	-13%	14%	9%	?	i	-0.4%	.	0.3
Cc1ccsc1/C=N/n1c(-c2cccnc2)n[nH]c1=S	0%	18%	5%	5%	-29%	i	-0.2%	-2%	0.5
Cc1cc(OCC(=O)Nn2cnnc2)c(C)cc1Br	1%	4%	3%	9%	-6%	i	-0.5%	-8%	-6.4
COc1ccccc1CNC(=O)C1CCCN(C(=O)c2cnn(-c3ccc(F)cc3)c2-n2cccc2)C1 (stereo not drawn)	.	3%	.	.	-3%	.	-1.3%	0%	.
CCOC(=O)c1cnc2c(C)c(Cl)ccc2c1NCCc1ccccc1	.	4%	.	.	-25%	.	-0.8%	6%	.
C(=N\n1cnnc1)/c1cccc(OCCOc2ccccc2)c1	0%	?	-2%	-9%	.	i	0.1%	2%	-84*
COc1cccc(C(=O)NC(=S)Nc2cccnc2)c1	1%	-4%	3%	2%	22%	i	9.9%	1%	0.8
Cc1cccc(-c2ccc3[nH]c4c(c3c2)CCN2C[C@@H]([C@H](C)O)[C@@H](N(C)C(=O)Nc3ccc(F)cc3)C[C@@H]42)c1	.	?	7%	6%	.	i	-4.9%	.	-1.7
CCn1c(O)c(N=NC(=O)c2cccnc2)c2cc(Br)ccc21	0%	-20%	0%	4%	1%	i	5.5%	1%	-0.1
Cc1ccc(OCCNC(=O)c2ccc3c(c2)OCO3)cc1	1%	-8%	-6%	6%	22%	i	0.1%	-2%	-0.2
COc1ccc(OC)c(CNS(=O)(=O)c2cn(C)cn2)c1	0%	-1%	-2%	12%	20%	i	-0.1%	-2%	-3.5
NC(=O)C1(c2ccccc2)CCOCC1	2%	4%	4%	2%	.	i	7.4%	-4%	2.1
O=C(CN1C(=O)c2ccccc2S1(=O)=O)NCc1ccccn1	1%	-3%	-6%	3%	8%	i	-0.3%	24%	-2.3
COc1ccc(C2=NN(c3ccccc3)C(c3cccs3)C2)cc1 (stereo not drawn)	-4%	-4%	-1%	13%	5%	i	6.2%	7%	0.2
C=CCN(C(=O)CN1CCOCC1)c1nc(C)c(-c2ccccc2)s1	1%	?	6%	-1%	10%	i	0.3%	0%	3.7

Ordered by molecular weight (lowest first): four of the compounds above.
SMILES	Mm-Cpn inhibitor	TGFb SMAD3 inh	EPAC2 antag	EPAC2 ag	Nrf2 block	pAkt inh	Nrf2 ARE act	A549 tox	CCT chaperon mod
COc1cccc(C(=O)NC(=S)Nc2cccnc2)c1	1%	-4%	3%	2%	22%	i	9.9%	1%	0.8
COc1ccc(C2=NN(c3ccccc3)C(c3cccs3)C2)cc1 (stereo not drawn)	-4%	-4%	-1%	13%	5%	i	6.2%	7%	0.2
C=CCN(C(=O)CN1CCOCC1)c1nc(C)c(-c2ccccc2)s1	1%	?	6%	-1%	10%	i	0.3%	0%	3.7
CCn1c(O)c(N=NC(=O)c2cccnc2)c2cc(Br)ccc21	0%	-20%	0%	4%	1%	i	5.5%	1%	-0.1

Next part:
SMILES	Mm-Cpn inhibitor	TGFb SMAD3 inh	EPAC2 antag	EPAC2 ag	Nrf2 block	pAkt inh	Nrf2 ARE act	A549 tox	CCT chaperon mod
O=C(CSc1ccc2nnc(-c3ccc(F)cc3)n2n1)NCC1CCCO1 (stereo not drawn)	1%	-3%	-4%	1%	.	i	-0.1%	4%	-2.2
Cc1nc2ccc(NC(=O)Cc3c(F)cccc3Cl)cc2s1	-7%	18%	1%	7%	0%	i	0.5%	0%	2.1
COc1ccc2c(c1)OC(=O)CC2c1cc(OC)c(OC)c(OC)c1 (stereo not drawn)	0%	4%	-24%	5%	21%	i	0.0%	4%	2.4
COC(CN(C(=O)CCl)C(C(=O)NC1CCCCC1)c1ccc(C)cc1)OC (stereo not drawn)	1%	2%	20%	0%	-6%	i	15%	-7%	-7.3
